Screening results deposited in PubChem BioAssay by National Center for Advancing Translational Sciences (NCATS).
Pol eta inh: blocks human DNA polymerase eta activity; Potency, µM (titrated, usually from 114 µM), for inactives: at the top dose activity change, negative = inhibition, most hits filed as inhibitors; 390,000 tested, 1.2% active; recombinant Pol eta, fluorescent DNA replication assay; Q9Y253; further: on the % scale 0 is the no-effect control and ±100 the full control effect
Target sequence (Q9Y253 whole entry, looked up): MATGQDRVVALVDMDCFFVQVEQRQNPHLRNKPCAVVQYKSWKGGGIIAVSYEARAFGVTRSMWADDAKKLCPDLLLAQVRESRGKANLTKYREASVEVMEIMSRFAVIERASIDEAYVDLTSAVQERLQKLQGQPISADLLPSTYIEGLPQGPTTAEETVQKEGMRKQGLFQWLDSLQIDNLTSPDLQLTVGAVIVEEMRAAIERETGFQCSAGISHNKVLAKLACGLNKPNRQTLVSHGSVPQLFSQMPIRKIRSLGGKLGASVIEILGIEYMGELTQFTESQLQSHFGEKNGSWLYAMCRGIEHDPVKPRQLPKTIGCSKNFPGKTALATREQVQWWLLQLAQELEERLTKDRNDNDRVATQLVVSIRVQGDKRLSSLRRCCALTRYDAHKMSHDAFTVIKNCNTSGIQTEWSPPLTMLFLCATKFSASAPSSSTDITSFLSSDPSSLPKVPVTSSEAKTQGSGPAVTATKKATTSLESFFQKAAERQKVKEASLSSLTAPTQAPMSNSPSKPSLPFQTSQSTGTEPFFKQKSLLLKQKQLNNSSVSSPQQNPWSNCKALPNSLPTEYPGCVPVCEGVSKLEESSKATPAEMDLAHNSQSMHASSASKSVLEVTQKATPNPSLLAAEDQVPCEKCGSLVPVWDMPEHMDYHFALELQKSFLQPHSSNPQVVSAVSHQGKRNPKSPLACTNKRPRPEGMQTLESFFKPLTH
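Fluorescent replication assay: 50 nM final substrate added after a 15 min room-temperature compound preincubation with 10 nM enzyme. Signal taken at 0 min and again at 10 min.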
POLK inh: blocks human DNA polymerase kappa activity | Q9UBT6 | purified Pol kappa, fluorescent DNA synthesis assay, 10 min | Potency, µM (series often up to 107 µM), inactives show top-dose activity, negative = inhibition, actives largely listed as inhibitors | 400,000 tested, 0.53% active; further: on the % scale 0 is the no-effect control and ±100 the full control effect
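10 nM Pol kappa preincubated 15 min at room temperature with compounds, then reaction started with substrate at 50 nM final. Fluorescence read kinetically at 0 and 10 min; buffer-only wells served as negative control.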
Pol iota inh: DNA polymerase iota (human) inhibition; Potency, µM (doses to about 115 µM), inactives show at the highest dose activity, negative = inhibition, most hits filed as inhibitors; Pol iota fluorescent replication assay, 10 min; Q9UNA4; 390,000 tested, 1% active
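Fluorescent replication assay read twice, at 0 min and 10 min after adding 50 nM (final) substrate. Enzyme (10 nM) and compounds were first incubated 15 min at room temperature; enzyme-free buffer wells were negative controls.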
APEX1 inh: APE1 (human) endonuclease inhibition; P27695; recombinant APE1, TAMRA/BHQ-2 abasic DNA cleavage fluorescence; Potency, µM (top dose mostly 65.8 µM), for the others: at the highest dose activity change, negative = inhibition, hits mostly inhibitors; 350,000 tested, 0.35% active;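 further: plate controls were vehicle for no effect and reference inhibitor for full effect; nearly all actives have a fitted effect of over 55% in size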
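Substrate: short duplex with […] THF abasic site, 5'-TAMRA and 3'-BHQ-2, 50 nM final. APE1 at 0.75 nM, preincubated 15 min RT with compound. Fluorescence increase from first to third read measured activity.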
Pol beta inh: inhibitors of human DNA polymerase beta; Pol beta primer extension/strand displacement, fluorescence kinetic; Potency, µM (doses to about 114 µM), without a hit: top-dose activity change, negative = inhibition, usual class: inhibitors; 340,000 tested, 1.3% active; AID 485314; further: on the % scale 0 is the no-effect control and ±100 the full control effect
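Kinetic readout of DNA synthesis with strand displacement by Pol beta. Compound and 10 nM enzyme sit 15 min at room temperature; 50 nM substrate starts the reaction, read immediately and at 10 min.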
BAZ2B block: BAZ2B (human) inhibition; 360,000 tested, 4.4% active; Potency, µM (doses to about 114 µM), without a hit: top-dose activity change, negative = inhibition, usual class: inhibitors; Q9UIF8; AlphaScreen BAZ2B-H3K14Ac peptide displacement; further: on the % scale 0 is the no-effect control and ±100 the full control effect; nearly all actives have a fitted effect of over 60% in size
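Multi-concentration screen (max 110 uM) measuring displacement of acetylated histone H3 peptide from BAZ2B by AlphaScreen, using 50 nM protein, 50 nM peptide and 10 ug/mL streptavidin donor plus Ni-chelate acceptor beads.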
BLM helicase inh: blocks DNA unwinding by human BLM helicase. recombinant BLM DNA unwinding, fluorescence dequenching. Potency, µM (top dose mostly 56.1 µM), for inactives: at the top dose activity change, negative = inhibition, usual class: inhibitors. 350,000 tested, 0.2% active. AID 2528;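 further: plate controls were vehicle for no effect and no enzyme for full effect; nearly all actives have a fitted effect of over 35% in size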
JMJD2A Tudor: blocks the human JMJD2A Tudor domain. O75164. 390,000 tested, 4.4% active. AID 504339. Potency, µM (doses to about 114 µM), for the others: at the highest dose activity change, negative = inhibition, usual class: inhibitors. AlphaScreen JMJD2A-Tudor / H3K4me3 peptide binding; further: on the % scale 0 is the no-effect control and ±100 the full control effect; nearly all actives have a fitted effect of over 50% in size
G9a block: G9a (human) methyltransferase inhibition; Q96KQ7; G9a H3K9 monomethylation, AlphaScreen, 2 h; Potency, µM (doses to about 102 µM), without a hit: at the highest dose activity, negative = inhibition, most hits filed as inhibitors; 350,000 tested, 8.8% active; further: on the % scale 0 is the no-effect control and ±100 the full control effect; nearly all actives have a fitted effect of over 75% in size
Target sequence (Q96KQ7 913-1193 limits assumed): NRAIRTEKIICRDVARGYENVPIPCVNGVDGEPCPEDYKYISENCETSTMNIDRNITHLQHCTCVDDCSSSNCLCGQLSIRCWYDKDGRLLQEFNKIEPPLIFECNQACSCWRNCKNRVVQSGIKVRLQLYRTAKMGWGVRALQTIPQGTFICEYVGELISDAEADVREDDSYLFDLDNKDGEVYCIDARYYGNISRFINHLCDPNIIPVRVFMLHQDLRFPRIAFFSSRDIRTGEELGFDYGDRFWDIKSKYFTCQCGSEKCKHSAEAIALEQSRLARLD
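Signal arises when biotinylated H3K9 peptide, once monomethylated, bridges streptavidin donor and antibody-captured acceptor beads. Enzyme at 20 nM was preincubated 15 min with test compounds; peptide 500 nM and SAM 20 uM then reacted for 2 h.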
The depositor's hits bear a star; ? = inconclusive; / = not tested or not shown; & = joins results of further samples; [ ] = dose if it differs, or a comment. The call rests on the fitted dose curve; in most records, active means well fitted curve in the direction sought with a large enough effect; inconclusive means small, poorly fitted or top-dose-only effect, or another doubt; inactive means no such curve, though single readings can be large; an effect the other way counts as inactive or inconclusive. Potency means the concentration at half of the fitted maximal effect. Not all compounds are listed; the hit share may differ from the screen's.

1	CCc1cccc(NC(=O)C(Cc2ccccc2)n2cccc2)c1 (stereo unspecified)
2	Cc1ccc(-n2c(=O)c3c(cnn3C)n(CC(=O)Nc3cccc(C)c3)c2=O)cc1
3	C#CCOC(=O)CCC(=O)NCCc1ccccc1
4	O=[N+]([O-])c1ccc(S(=O)(=O)Nc2nnc(C(F)(F)F)s2)cc1
5	CCn1c(NC(C)=O)c(-c2ccccc2Cl)c(=O)c2ccccc21
6	O=C1CC(NS(=O)(=O)c2cccs2)CN1c1cccc(F)c1 (stereo unspecified)

| entry no. | 1 | 2 | 3 | 4 | 5 | 6 |
| --- | --- | --- | --- | --- | --- | --- |
| Pol eta inh | -18% | -1% | -1% | -2% | -3% | 0% |
| POLK inh | -1% | 3% | -6% | 9% | 6% | 1% |
| Pol iota inh | 17% | -24% | 9% | 0% | 35%[activator] | 10% |
| APEX1 inh | / | / | -2% | 2% | 6% | 14% |
| Pol beta inh | -20% | 15% | 2% | 11% | -1% | / |
| BAZ2B block | 10% | -2% | -4% | -30% | 8% | -4% |
| BLM helicase inh | -11% | -3% | -1% | -1% | -1% | / |
| JMJD2A Tudor | 3% | -32% | -16% | -27% | 3% | -3% |
| G9a block | 13%[59 µM] | -4%[59 µM] | 11% | 45µM* | 13% | ? |

7	CCc1ccc(OCCOCC(O)CNC(C)CC)cc1 (stereo unspecified)
8	ON1C(c2ccccc2)CC2(O)c3nonc3CCC12 (stereo unspecified)
9	O=c1c2ccccc2ncn1CCOc1ccccc1[N+](=O)[O-]
10	COc1cccc(OCCNc2ccc([N+](=O)[O-])cn2)c1
11	Cn1c(/C(C#N)=C(\O)CN2CCN(Cc3ccccc3)CC2)nc2ccccc21
12	CC(=O)C1=C(O)C(=O)N(CCNCCO)C1c1ccccc1 (stereo unspecified)

| entry no. | 7 | 8 | 9 | 10 | 11 | 12 |
| --- | --- | --- | --- | --- | --- | --- |
| Pol eta inh | -22% | 6% | -7% | -11% | -8% | -18% |
| POLK inh | -4% | -14% | 8% | -8% | 13% | -5% |
| Pol iota inh | 19% | 9% | 25% | -21% | -5% | -11% |
| APEX1 inh | 5% | -9% | 5% | 9% | -5% | -3% |
| Pol beta inh | ? | 0% | 1% | / | 5% | 2% |
| BAZ2B block | -4% | 5% | -1% | -32% | -30% | 8% |
| BLM helicase inh | -2% | -2% | -4% | / | -9% | -2% |
| JMJD2A Tudor | -5% | -5% | -2% | -29% | ? | -5% |
| G9a block | ? | ? | -3% | 9%[12.7 µM] | ? | -11%[59 µM] |

13	Cc1cccc(C)c1NC(=O)CSc1nc(COc2ccccc2)nc2ccccc12
14	CCc1ccc(NC(=S)NCc2ccccc2)cc1
15	Cn1c(=O)c2c(SCC(=O)N3CCc4ccccc43)nc(-c3ccccc3Cl)nc2n(C)c1=O
16	Cc1cc(N/N=C/c2ccncc2)c([N+](=O)[O-])cc1[N+](=O)[O-]
17	Cc1ccc(S(=O)(=O)NC2CC(C)(C)NC(C)(C)C2)cc1
18	Fc1ccc(-c2csc(N3CCOCC3)n2)cc1

| entry no. | 13 | 14 | 15 | 16 | 17 | 18 |
| --- | --- | --- | --- | --- | --- | --- |
| Pol eta inh | -8% | -19% | / | 2% | -20% | -8% |
| POLK inh | -10% | 5% | -12%[60.1 µM] | 4% | 0% | 0% |
| Pol iota inh | 16% | 67%[activator] | -1% | 19% | 159%[activator] | 13% |
| APEX1 inh | -8% | -1% | / | -2% | 6% | -2% |
| Pol beta inh | 19% | 33%[activator] | 4% | 10% | -14% | -16% |
| BAZ2B block | 0% | -12% | 6% | -16% | -2% | -23% |
| BLM helicase inh | 1% | -4% | -3% | -3% | -5% | -2% |
| JMJD2A Tudor | -14% | -2% | -15% | -11% | 2% | -17% |
| G9a block | 28% | 21% | ? | -2% | 11% | / |

19	CC(=O)c1csc(COc2ccc(Cl)cc2)n1
20	CCN(CC)c1ccc(C(=O)OCC(=O)Nc2cc(C)on2)cc1
21	O=C(Cn1nnc(-c2ccc(CN3CCOCC3)cc2)n1)Nc1nc(-c2ccccc2)cs1
22	CCOC(=O)c1c(NC(=O)c2ccc(C)cc2)sc2c1CCCCC2
23	Fc1ccc(-n2ncc3c(NCCCn4ccnc4)ncnc32)cc1
24	CC1CCN(C(=O)c2ccccc2NC(=O)Cc2ccccc2)CC1

| entry no. | 19 | 20 | 21 | 22 | 23 | 24 |
| --- | --- | --- | --- | --- | --- | --- |
| Pol eta inh | -4% | -7% | -16% | -7% | -17% | -16% |
| POLK inh | -5% | -2% | -1% | 6% | -7%[60.1 µM] | 9% |
| Pol iota inh | 8% | -21% | -7% | 7% | 8% | 0% |
| APEX1 inh | -1% | 14% | -6% | / | / | -10% |
| Pol beta inh | -3% | / | -4% | -9% | 10% | 0% |
| BAZ2B block | 13% | 8% | -24% | 18% | -22% | 1% |
| BLM helicase inh | -5% | / | -7% | -5% | -6% | 1% |
| JMJD2A Tudor | -5% | -20% | ? | 37%[activator] | -22% | -7% |
| G9a block | / | 16%[2.33 µM] | -11%[59 µM] | 2%[59 µM] | -1%[59 µM] | / |

25	Cc1ccc(C(=O)Nc2nnc(S(=O)(=O)N(C)Cc3ccc(F)cc3)s2)cc1
26	O=S(=O)(Cc1ccccc1)/C1=C(\N2CCOCC2)CCCCCC1
27	COc1ccc(NC(=O)Nc2nnc(N(CC(C)C)CC(C)C)s2)c(OC)c1
28	Cc1cc(C)c2nc(NC(=O)c3cc(C)on3)sc2c1
29	Cc1ccc(CNC(=O)c2cccnc2)cc1
30	O=C(CNC(=O)c1ccco1)OCC(=O)c1ccc2c(c1)CCCC2

| entry no. | 25 | 26 | 27 | 28 | 29 | 30 |
| --- | --- | --- | --- | --- | --- | --- |
| Pol eta inh | -4% | -4% | -30% | 0% | 2% | -11% |
| POLK inh | 4% | -7% | 0% | 4% | -10% | -17% |
| Pol iota inh | 24% | -15%[58.9 µM] | 27% | ? | -1% | 21% |
| APEX1 inh | / | 3% | / | 10% | / | -1% |
| Pol beta inh | 5% | 20% | 1% | -1% | / | 7% |
| BAZ2B block | -12% | -6% | -3% | 7% | / | -3%[57.1 µM] |
| BLM helicase inh | 3% | 3% | -3% | -1% | / | -11% |
| JMJD2A Tudor | 2% | 2% | -1% | -8% | -14% | -25% |
| G9a block | -26%[59 µM] | -27% | ? | ? | / | 50µM* |

31	COc1ccc(CCNC(=O)c2cccnc2Cl)cc1OC
32	COc1cccc(N2C(=O)CC(Sc3nc(C)cc(C)n3)C2=O)c1 (stereo unspecified)
33	Cc1c(NC(=S)NC(=O)c2ccc(Cl)cc2)c(=O)n(-c2ccccc2)n1C
34	CCOc1c(/C=C(\C#N)C(N)=O)c2ccccc2n1CC
35	CCCOc1ccc(/C=N/NC(=O)c2ccc3c(c2)OCO3)c(OCCC)c1
36	CC(C)[C@H](NC(=O)OC(C)(C)C)C(=O)N1CCC(C(=O)N[C@@H](C)C(=O)Nc2ccc(F)cc2)CC1

| entry no. | 31 | 32 | 33 | 34 | 35 | 36 |
| --- | --- | --- | --- | --- | --- | --- |
| Pol eta inh | -24% | -1% | 3% | -19% | 0% | 2% |
| POLK inh | -4% | -1% | -9% | -11% | -26% | -11% |
| Pol iota inh | 32%[activator] | 119%[activator] | 130%[activator] | 17% | 13% | -21% |
| APEX1 inh | / | 10% | / | 12% | -25% | 6% |
| Pol beta inh | / | 12% | / | 28% | 27% | 20% |
| BAZ2B block | / | 1% | / | -33% | -1% | 11% |
| BLM helicase inh | / | 5% | / | -8% | -6% | -5% |
| JMJD2A Tudor | -1% | -24% | -13% | -14% | -5% | 3% |
| G9a block | / | / | / | ? | 47%[activator] | 19% |

37	O=C(Nc1cc(N2CCOCC2)ncn1)c1ccc(F)cc1
38	O=C(O)c1ccc(N2C(=O)c3[nH]nc(-c4ccccc4)c3C2c2cccc(F)c2)cc1 (stereo unspecified)
39	COc1ccc(NC(=O)CCN2CCN(c3ccccc3F)CC2)c(OC)c1
40	CC(=O)c1cccc(NC(=O)N2CCCCCC2)c1
41	Cc1ccc2nc(SCC(=O)N3CCCC3)[nH]c2c1
42	COC(=O)NCC(c1ccco1)N1CCN(c2ccc(F)cc2)CC1 (stereo unspecified)

| entry no. | 37 | 38 | 39 | 40 | 41 | 42 |
| --- | --- | --- | --- | --- | --- | --- |
| Pol eta inh | -12% | -11% | -6% | 7% | -4% | -2% |
| POLK inh | -11% | -4% | -2% | 0% | 9% | -13% |
| Pol iota inh | ? | 4% | 60%[activator] | 11% | 24% | 228%[activator] |
| APEX1 inh | 1% | / | -15% | 7% | -5% | 1% |
| Pol beta inh | 1% | -14% | 21% | 44% | 8% | 0% |
| BAZ2B block | 0% | / | 6% | -1% | 64%[activator] | -26% |
| BLM helicase inh | -3% | 2% | 3% | -6% | -3% | -1% |
| JMJD2A Tudor | 7% | -2% | -13% | 2% | 3% | -14% |
| G9a block | 17% | 10%[59 µM] | 13%[0.501 µM] | / | ? | 9%[59 µM] |

43	CCc1ccc(NC(=O)CSc2nc3nc(C)cc(C)n3n2)cc1
44	COc1cccc(OCCCCCN2CCOCC2)c1
45	CCCCNc1cc(N2CCN(C3CCCCC3)CC2)c2noc3c2c1C(=O)c1ccccc1-3
46	Cc1ccc(C(=O)NNC(=O)c2ccc3c(c2)OCCO3)cc1
47	CCOC(=O)/C=C1/SCC(=O)N1CC(=O)Nc1ccc2c(c1)CCC2
48	O=C(NC1CCCCC1)c1ccc2c(c1)sc1nc(-c3ccccc3)cn12
49	CN1CCN(CCCC(=O)c2ccc(C3CCCC3)cc2)CC1

| entry no. | 43 | 44 | 45 | 46 | 47 | 48 | 49 |
| --- | --- | --- | --- | --- | --- | --- | --- |
| Pol eta inh | 8%&3% | -1% | -5% | -21% | -17% | 10% | -23% |
| POLK inh | 0%&3% | -5% | -8% | -5% | -6% | 5% | -19% |
| Pol iota inh | 32%&-2%[activator] | 9% | 33%[activator] | 8% | 72%[activator] | -6% | -3% |
| APEX1 inh | -9% | -9% | / | 43%[activator] | / | / | 1% |
| Pol beta inh | 3%&26% | 14% | -7% | / | / | 4% | 18% |
| BAZ2B block | 1%&-9% | -3% | 5µM* | 1% | / | 4% | -35% |
| BLM helicase inh | 0%&0% | 1% | -6% | / | / | -3% | -5% |
| JMJD2A Tudor | -21%&0% | -14% | ? | -12% | -20% | -10% | -30% |
| G9a block | -8%[59 µM] | -100% | ? | 9%[2.33 µM] | / | 3%[59 µM] | -47%[59 µM] |
